# Pol beta inh = DNA polymerase beta (human) inhibition; P06746; Pol beta primer extension/strand displacement, fluorescence kinetic; Potency, µM (titrated, usually from 114 µM), for inactives: at the highest dose activity change, negative = inhibition, hits mostly inhibitors; actives 1.3% (n = 340,000); AID 485314; note: potency is the fitted concentration of half-maximal effect; % is set by controls: 0 for no effect and ±100 for the full control effect
#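 Values derive from four-parameter Hill fits of normalized kinetic data: reads at 0 and 10 min following addition of 50 nM substrate to 10 nM Pol beta preincubated 15 min with compound.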
# APE1 inh = inhibitors of human APE1 endonuclease | Potency, µM (series often up to 65.8 µM), without a hit: at the highest dose activity change, negative = inhibition, actives largely listed as inhibitors | recombinant APE1, TAMRA/BHQ-2 abasic DNA cleavage fluorescence | AID 2517 | actives 0.35% (n = 350,000);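 note: potency is the fitted concentration of half-maximal effect; plate controls were vehicle for no effect and reference inhibitor for full effect; nearly all actives have a fitted effect of over 55% in size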
#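 Kinetic fluorescence read (525 ex/598 em nm, three reads 60 s apart) of AP-site incision; signal = third minus first read. Enzyme 0.75 nM, dual-labelled THF duplex 50 nM, compound preincubation 15 min RT.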
# TRHR agonist = agonists of human TRH receptor; P34981; TRHR cells, calcium flux fluo-8, FDSS agonist mode; activation, % at 2 µM; actives 0.18% (n = 360,000); in the data active = activation above about 30%; note: 0% is about no effect
#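 Steps: seed TRHR cells overnight; add fluo-8 no-wash Ca dye, RT 30 min–1.5 h; record 10 s baseline; pin-transfer compounds; monitor fluorescence 1 cycle/s for the agonist window. Calcium increases flag candidate agonists.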
# ERG-DNA inh = ERG Ets/DNA interaction inhibition; Potency, µM (titrated, usually from 76.9 µM), for the others: at the highest dose FP activity, negative = inhibition, most hits filed as inhibitors; fluorescence polarization, His-ERG Ets domain / labelled DNA; P11308; actives 0.028% (n = 370,000); active = well fitted inhibition curve with a large enough effect in the polarisation, with a control signal flat; inconclusive = small, poorly fitted or top-dose-only effect, or effect the other way, or a change in a side signal; inactive = no such curve, though single readings can be large or run the other way; the % refers to the polarisation;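 note: polarization taken with two DNA probes labelled with fluorescein and Texas red; potency is the fitted concentration of half-maximal effect; % of control where 0% means no effect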
#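 His-tagged ERG Ets domain (1 uM in the protein solution; 300mM KCl, 50mM Tris-HCl, 1mM EDTA, 1mM DTT, pH 7.5) received compound, then a probe mix of 5 nM fluorescein-DNA and 100nM Texas-615-DNA. Fluorescence polarization was read for both dyes.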
# Anesthetic bind = candidate novel general anesthetic via apoferritin binding | P02791 | actives 0.074% (n = 350,000) | apoferritin/1-aminoanthracene competitive binding, fluorescence | Potency, µM (doses to about 77.5 µM), for inactives: top-dose activity change, negative = displacement, most hits filed as inhibitors | AID 485281; note: potency is the fitted concentration of half-maximal effect; % is set by controls: 0 for no effect and ±100 for the full control effect; nearly all actives have a fitted effect of over 20% in size
# Target sequence (P02791 2-175 limits assumed): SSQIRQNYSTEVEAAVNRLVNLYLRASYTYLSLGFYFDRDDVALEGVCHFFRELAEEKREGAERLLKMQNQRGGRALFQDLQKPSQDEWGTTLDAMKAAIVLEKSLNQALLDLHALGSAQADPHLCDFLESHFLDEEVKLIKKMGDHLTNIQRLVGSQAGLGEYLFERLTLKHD
#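 10 uM apoferritin + 50% sat. 1-AMA, PBS; cpd 10 min RT; Ex380/Em535 endpoint; normalized to free probe vs complex; 4-param Hill fit; propofol titration as pos. ctrl.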
# Pol iota inh = blocks human DNA polymerase iota activity; Q9UNA4; Pol iota fluorescent replication assay, 10 min; Potency, µM (doses to about 115 µM), for the others: top-dose activity, negative = inhibition, usual class: inhibitors; actives 1% (n = 390,000); note: potency is the fitted concentration of half-maximal effect
#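 Fluorescent replication assay read twice, at 0 min and 10 min after adding 50 nM (final) substrate. Enzyme (10 nM) and compounds were first incubated 15 min at room temperature; enzyme-free buffer wells were negative controls.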
# 12-LOX inh = blocks human arachidonate 12S-lipoxygenase; AID 1671190; purified 12hLO, xylenol orange hydroperoxide absorbance; actives 1.1% (n = 580,000); P18054; Potency, µM (highest dose often 108 µM), for inactives: at the top dose activity change, negative = inhibition, actives largely listed as inhibitors; note: potency is the fitted concentration of half-maximal effect; % is set by controls: 0 for no effect and ±100 for the full control effect
# Target sequence (P18054 whole entry, looked up): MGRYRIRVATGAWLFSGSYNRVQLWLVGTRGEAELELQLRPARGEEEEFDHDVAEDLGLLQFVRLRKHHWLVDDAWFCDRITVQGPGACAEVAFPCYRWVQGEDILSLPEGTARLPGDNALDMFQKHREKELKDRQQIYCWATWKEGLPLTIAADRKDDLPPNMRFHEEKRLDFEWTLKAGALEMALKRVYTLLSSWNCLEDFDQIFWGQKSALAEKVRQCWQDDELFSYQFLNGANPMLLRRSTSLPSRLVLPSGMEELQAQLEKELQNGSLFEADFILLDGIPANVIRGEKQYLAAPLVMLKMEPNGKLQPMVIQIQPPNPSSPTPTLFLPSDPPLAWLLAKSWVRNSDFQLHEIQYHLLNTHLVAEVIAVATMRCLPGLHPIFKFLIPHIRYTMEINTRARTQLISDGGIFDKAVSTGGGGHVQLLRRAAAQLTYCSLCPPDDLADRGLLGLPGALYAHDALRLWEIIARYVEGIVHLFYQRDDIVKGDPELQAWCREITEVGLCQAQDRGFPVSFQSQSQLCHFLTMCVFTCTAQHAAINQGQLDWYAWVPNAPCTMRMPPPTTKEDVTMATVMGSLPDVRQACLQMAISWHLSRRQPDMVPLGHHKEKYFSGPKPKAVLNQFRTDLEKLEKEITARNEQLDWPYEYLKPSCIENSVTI
#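 Hydroperoxide product was detected by ferrous iron/xylenol orange as the 573 to 405 nm absorbance ratio. Arachidonic acid at 40 uM (final) was turned over for 30 min at room temperature by 150 nM human 12hLO, pH 7.0 Hepes buffer, after 15 min compound preincubation.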
# Pol kappa inh = inhibitors of human DNA polymerase kappa; purified Pol kappa, fluorescent DNA synthesis assay, 10 min; Q9UBT6; AID 588579; actives 0.53% (n = 400,000); Potency, µM (series often up to 107 µM), for inactives: at the top dose activity, negative = inhibition, actives largely listed as inhibitors; note: potency is the fitted concentration of half-maximal effect; % is set by controls: 0 for no effect and ±100 for the full control effect
#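 Enzyme at 10 nM met test compounds for 15 min at room temperature. Substrate addition (50 nM final) began the reaction, which was monitored by fluorescence at 0 and 10 min.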
# BLM inh = blocks DNA unwinding by human BLM helicase | P54132 | recombinant BLM DNA unwinding, fluorescence dequenching | Potency, µM (doses to about 56.1 µM), inactives show at the highest dose activity change, negative = inhibition, hits mostly inhibitors | actives 0.2% (n = 350,000) | AID 2528;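 note: potency is the fitted concentration of half-maximal effect; plate controls were vehicle for no effect and no enzyme for full effect; nearly all actives have a fitted effect of over 35% in size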
# Starred values were filed as active, the others as inactive; u = inconclusive; x = no result given; & = joins results of further samples; [ ] = another dose, or the depositor's remark. Unless noted, calls come from the whole dose curve; as a rule, active = well fitted curve in the direction sought with a large enough effect; inconclusive = small, poorly fitted or top-dose-only effect, or another doubt; inactive = no such curve, though single readings can be large; an effect the other way counts as inactive or inconclusive. Not all compounds are listed, so the mix of outcomes need not match the whole.
# The first two entries, ahead of the listing:
SMILES,Pol beta inh,APE1 inh,TRHR agonist,ERG-DNA inh,Anesthetic bind,Pol iota inh,12-LOX inh,Pol kappa inh,BLM inh
COc1cc(-c2nc(-c3ccccc3)c(-c3ccc(F)cc3)[nH]2)cc2c1OCO2,-15%,-7%,-0.5,-4%,-7%,15%,-14%,-18%,-10%
COc1cc(OC)cc(C(=O)Nc2nnc(SCC(=O)NCc3ccco3)s2)c1,-1%,11%,0.5,-1%,-14%,17%,0%,-21%,2%

# Results, repeating the preview:
SMILES,Pol beta inh,APE1 inh,TRHR agonist,ERG-DNA inh,Anesthetic bind,Pol iota inh,12-LOX inh,Pol kappa inh,BLM inh
COc1cc(-c2nc(-c3ccccc3)c(-c3ccc(F)cc3)[nH]2)cc2c1OCO2,-15%,-7%,-0.5,-4%,-7%,15%,-14%,-18%,-10%
COc1cc(OC)cc(C(=O)Nc2nnc(SCC(=O)NCc3ccco3)s2)c1,-1%,11%,0.5,-1%,-14%,17%,0%,-21%,2%
Cc1ccc(N2CCN(S(=O)(=O)c3c(C)noc3C)CC2C)cc1 (stereo not drawn),-1%,-15%,0.0,-7%,-17%,11%,-7%,-2%,-6%
CSc1ccc(CCNS(=O)(=O)c2csc(C(N)=O)c2)cc1,1%,40%,-0.4,19%,-9%,12%,30%,-9%,-1%
Cc1cccc(C)c1NC(=O)CSc1nc(-c2ccco2)cc(C(F)(F)F)n1,4%,-1%,0.2,x,-8%,1%,-9%,3%,3%
CCCCN=C(N)/C(C(=O)OCC)=C(\O)c1ccc(OC)cc1,12%,-2%,7.3,2%,-16%,5%,-6%,-17%,-4%
O=C(Cn1cc(COc2cccc([N+](=O)[O-])c2)nn1)c1ccc(O)cc1,x,x,x,-10%,x,u,u,-2%,x
CCOc1c(C=C(C#N)C#N)c2ccccc2n1CC,7%,2%,-1.6,2%,-3%,-4%,u,-15%,6%
Cc1cccc(/C=N\NC(=O)c2sccc2-n2cccc2)c1,-29%,-3%,0.2,-16%,u,20%,8%,-5%,1%
CC1CN(C(=O)N2CCC(C(=O)N3CCN(c4ccccc4)CC3)CC2)c2cc(Cl)ccc2O1 (stereo not drawn),4%,x,-0.5,-1%,-4%,33%[activator],10%,-5%,-6%
COc1ccc(CNC(=O)c2cnc3sc(N4CCOCC4)nn3c2=O)cc1,4%,x,-0.4,5%,46%[activator],u,1%,u,-7%
COc1ccc(NC(=O)N(C)C[C@H]2Oc3c(NS(=O)(=O)c4ccc(OC)cc4)cccc3C(=O)N([C@H](C)CO)C[C@@H]2C)cc1,x,-8%,x,8%,x,2%,7%,0%,x
CCc1cc([N+](=O)[O-])cc(CC)c1N,u,4%,-0.2,-9%,-24%,12%,0%,-6%,0%
CCCCN(C)CCn1c(=S)[nH]c2cc(OCC)c(OCC)cc2c1=O,1%,3%,0.2,7%,-3%,18%,-2%,10%,4%
CCC(=O)NC(Cc1ccccc1)c1nc2ccccc2[nH]1 (stereo not drawn),25%,2%,1.1,7%,-2%,32%,-13%,7%,-4%
COC(=O)C1=C(C)Nc2sc(C(N)=O)c(N)c2C1c1ccncc1 (stereo not drawn),u,7%,0.4,2%,40%[activator],62%[activator],-9%,-21%,-8%
O=C(/C=C/c1ccccc1)N(Cc1cccs1)C1CCS(=O)(=O)C1 (stereo not drawn),0%,2%,-0.1,3%,0%,32%[activator],u,-2%,-3%
COc1ccc(C(=O)Nc2ccccc2)cc1S(=O)(=O)NCc1ccco1,0%,19%,-0.2,-6%,-3%,u,-26%,-28%,-3%
O=C(Nc1ccc(Cl)cc1)C(c1ccccc1)N1CCOCC1 (stereo not drawn),28%,u,-0.1,-1%,-3%,3%,1%,-20%,4%
COC(=O)C1=C(C)OC(N)=C(C#N)C1c1cccnc1 (stereo not drawn),30%,-7%,0.2,8%,-6%,u,0%,1%,0%
Cc1cc(=O)oc2c1c(C)nn2-c1ccc(Cl)cc1,19%,2%,-0.5,9%,-6%,6%,-4%,1%,2%
COc1cccc(C(=O)Nc2ccc3c(c2)C(=O)N(CC2CCCO2)C3=O)c1 (stereo not drawn),5%,3%,-2.2,9%,u,12%,0%,-10%,-2%
Cc1cc(C)n2ncc(C(=O)NC3CCCCC3)c2n1,u,-8%,-0.6,9%,-8%,-9%,-5%,4%,-6%
CC(=O)Nc1cccc(NC(=O)CCNC(=O)c2ccccc2)c1,-22%,40%,0.2,9%,-8%,10%,10%,0%,0%
C=CCOC(=O)Nc1c(C(=O)OC)[nH]c2ccccc12,11%,-10%,0.2,9%,-8%,10%,-8%,-13%,-2%
CCOC(=O)C1(CCCc2ccccc2)CCN(C(=O)CCc2cnn(C)c2)CC1,-6%,-2%,-0.2,4%,-11%,65%[activator],-5%,-5%,-2%
CC(=O)N1CCCC1c1nc2ccccc2n1Cc1ccccc1 (stereo not drawn),-2%,x,0.5,0%,-4%,26%,0%,-10%,0%
Cc1nn(-c2ccccc2)c(C)c1C(=O)OCc1ccc(C#N)cc1,2%,1%,0.9,-1%,-13%,u,-28%,-10%,-7%
Cc1ccc(CONC(=O)c2ccc(OC(F)F)cc2)cc1,u,-4%,-1.4,10%,-2%,27%,-12%,-1%,-1%
Cc1noc(C)c1NC(=O)N(C)C[C@H]1Oc2ccc(NC(=O)NC(C)C)cc2C(=O)N([C@H](C)CO)C[C@@H]1C,x,20%,x,-23%,x,23%,-17%,-5%,x
COc1ccc(NC(=O)c2cccc(-n3cnnn3)c2)cc1,14%,3%,1.0,-13%,-7%,6%,-29%,6%,-3%
COc1ccc(C(=O)NCCN2CCCC2)cc1[N+](=O)[O-],-12%,4%,0.5,1%,-3%,163%[activator],u,-8%,4%
Cc1ccccc1Cn1c(C(=O)O)c(CNCc2cccc(F)c2)c2ccccc21,-15%,x,0.0,2%,-2%,-26%,u,-9%,-2%
COCCOC(=O)C1=C(C)OC(N)=C(C#N)C1c1cc2cccc(C)c2nc1Cl (stereo not drawn),7%,5%,-0.4,5%,-5%,64%[activator],3%,-6%,0%
CCOc1ccc(Br)cc1S(=O)(=O)NCc1ccncc1,1%,6%,1.0,8%,-5%,68%[activator],0%,-16%,-6%
O=C(Nc1ccc2c(c1)OCO2)N1CCN(c2ncc(C(F)(F)F)cc2Cl)CC1,u,4%,1.0,-1%,u,6%,u,-10%,-7%
Cc1ccc(NC(=O)CN2C(=O)S/C(=C\c3ccc(C(=O)O)cc3)C2=O)cc1,39%,u,0.4,-11%,3%,-5%,0%,-3%,-9%
Cc1c(Cl)cccc1NC(=O)CSc1ncccc1C(=O)Oc1ccccc1Cl,38%,x,1.2,-1%,-14%,-7%,-22%,-12%[60.1 µM],-1%
CCN(CC(=O)Nc1c(F)cccc1F)C(=O)CCSc1ccc(C)cc1,x,57%[activator],0.3,-5%,x,13%,1%,1%,x
CC1(C)CC(NC(=O)C(c2ccccc2)c2ccccc2)CC(C)(C)N1,u,-9%,-0.4,2%,-1%,10%,55%[activator],-4%,2%
O=C(CC(C(=O)O)c1ccc(Cl)cc1)c1ccccc1 (stereo not drawn),-8%,-4%,-0.3,18%,-1%,32%[activator],-1%,-4%,-7%
Cc1ccc(N2CC(c3nc4ccccc4n3C)CC2=O)cc1C (stereo not drawn),17%,7%,0.4,-2%,0%,55%[activator],-17%,3%,-1%
CN1CCN(Cc2c(O)ccc3c(=O)c(Oc4ccccc4Cl)c(C(F)(F)F)oc23)CC1,19%,1%,0.4,-17%,13%,1%,266%[activator],8%,2%
COc1cc(NC(=O)CCn2nc(C)cc2C)cc(OC)c1OC,2%,x,0.1,5%,-4%,20%,8%,0%,0%
CN(C)CCN(C(=O)CN1C(=O)c2ccccc2C1=O)c1nc2cc3c(cc2s1)OCCO3,x,-13%,1.9,7%,x,40%[activator],-27%,-2%,x
O=C(CN1C(=O)S/C(=C\c2ccc(Cl)cc2)C1=O)NNC(=O)c1ccccc1O,50µM*,2%,-0.6,11%,2%,u,-3%,-36%,-12%
CCCCCCCC(=O)N/N=C/c1ccco1,2%,2%,-0.3,0%,u,-5%,-2%,-1%,-7%
CCc1ccc(C(=O)COC(=O)C(Cc2c[nH]c3ccccc23)NC(=O)c2ccc(CC)cc2)cc1 (stereo not drawn),-8%,x,0.6,4%,-6%,-10%,-29%,-11%[60.1 µM],-8%
CC(C)N(Cc1ccccc1)C(=O)COC(=O)CCC(=O)c1ccc(F)cc1,x,15%,-0.5,0%,x,21%,7%,-3%,x
NC(=S)NN=Cc1nccc2ccccc12,x,x,x,1%,x,108%[activator],u,-26%,x
Cc1ccc(CNC(=O)c2cn(C)c(=O)c3c2c2ccccc2n3C)o1,0%,-3%,-0.6,-13%,-11%,7%,-10%,-3%,1%
COC(=O)c1c(C)oc2ccc(N(C(=O)c3ccncc3)S(=O)(=O)c3ccc4ccccc4c3)cc12,-12%,0%,-0.2,-6%,-14%,8%,9%,-12%,-10%
C[C@]12CCC(=O)C[C@@H]1CC[C@@H]1[C@@H]2CC[C@]2(C)C=CC[C@@H]12,29%,4%,-0.4,6%,-6%,24%,-4%&13%,5%[19.4 µM],-4%&-8%

# Entries of single compounds from above:
# Entry for C[C@]12CCC(=O)C[C@@H]1CC[C@@H]1[C@@H]2CC[C@]2(C)C=CC[C@@H]12 → Pol beta inh: 29%; APE1 inh: 4%; TRHR agonist: -0.4; ERG-DNA inh: 6%; Anesthetic bind: -6%; Pol iota inh: 24%; 12-LOX inh: -4%&13%; Pol kappa inh: 5%[19.4 µM]; BLM inh: -4%&-8%
# Entry for Cc1ccc(CNC(=O)c2cn(C)c(=O)c3c2c2ccccc2n3C)o1 → Pol beta inh: 0%; APE1 inh: -3%; TRHR agonist: -0.6; ERG-DNA inh: -13%; Anesthetic bind: -11%; Pol iota inh: 7%; 12-LOX inh: -10%; Pol kappa inh: -3%; BLM inh: 1%

# Screening data from PubChem.
